High-throughput results from PubChem BioAssay.
CHRM5 agonist = human M5 muscarinic receptor agonists, primary screen, CHO-K1 cells, Fluo-8 calcium fluorescence; CHO-K1 hM5 cells; 0% DMSO wells, 100% maximal acetylcholine response; activation, % at 3 µM; 0.19% of 360,000 active; Muscarinic acetylcholine receptor M5 (Homo sapiens), P08912;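 active = activation above the run's mean over test compounds plus 3 SD, cut at about 23% in these data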;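 also: signal is peak over basal fluorescence ratio across the kinetic read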
Target sequence (P08912 whole entry, looked up): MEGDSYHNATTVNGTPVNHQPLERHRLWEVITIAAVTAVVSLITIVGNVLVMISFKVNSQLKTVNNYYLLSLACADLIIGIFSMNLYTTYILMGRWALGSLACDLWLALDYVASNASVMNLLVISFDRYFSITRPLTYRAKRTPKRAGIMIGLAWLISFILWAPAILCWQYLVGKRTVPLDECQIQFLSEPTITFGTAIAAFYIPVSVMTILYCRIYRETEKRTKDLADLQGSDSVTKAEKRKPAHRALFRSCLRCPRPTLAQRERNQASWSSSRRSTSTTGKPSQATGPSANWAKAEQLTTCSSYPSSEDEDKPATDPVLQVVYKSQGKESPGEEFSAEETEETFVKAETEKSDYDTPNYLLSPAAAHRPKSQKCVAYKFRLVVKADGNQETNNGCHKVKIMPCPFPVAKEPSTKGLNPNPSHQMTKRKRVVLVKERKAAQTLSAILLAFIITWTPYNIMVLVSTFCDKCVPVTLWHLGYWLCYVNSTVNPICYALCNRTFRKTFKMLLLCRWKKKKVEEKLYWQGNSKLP
M4 ag = human M4 muscarinic receptor agonists, primary screen, CHO-K1 cells, Fluo-8 calcium fluorescence. Muscarinic acetylcholine receptor M4 (Homo sapiens), P08173. CHO-K1 hM4/Gqi5; vehicle 0%, full acetylcholine response 100%. activation, % at 3 µM. 0.14% of 360,000 active;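 active = activation above the run mean over all test wells plus 3 SD, cut at about 32% in these data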;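 also: peak over basal fluorescence ratio per well then scaled between controls; 0% = DMSO wells and 100% = acetylcholine at EC100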
Target sequence (P08173 whole entry, looked up): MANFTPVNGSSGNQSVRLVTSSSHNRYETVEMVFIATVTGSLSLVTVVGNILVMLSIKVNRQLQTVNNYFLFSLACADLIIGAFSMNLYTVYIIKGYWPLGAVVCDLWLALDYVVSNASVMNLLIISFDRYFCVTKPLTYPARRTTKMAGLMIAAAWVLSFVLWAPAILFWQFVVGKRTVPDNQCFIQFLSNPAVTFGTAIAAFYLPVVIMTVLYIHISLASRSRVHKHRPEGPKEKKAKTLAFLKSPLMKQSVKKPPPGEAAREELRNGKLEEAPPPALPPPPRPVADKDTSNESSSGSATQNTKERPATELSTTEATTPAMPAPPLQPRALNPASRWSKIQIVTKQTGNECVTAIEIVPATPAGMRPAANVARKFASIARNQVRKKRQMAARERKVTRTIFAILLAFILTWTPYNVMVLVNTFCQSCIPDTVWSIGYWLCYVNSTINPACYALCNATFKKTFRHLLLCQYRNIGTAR
CHRM5 antagonist = human M5 muscarinic receptor antagonists, primary screen, CHO cells, Fluo-8 calcium fluorescence; Muscarinic acetylcholine receptor M5 (Homo sapiens), P08912; CHO-hM5 cells, ACh EC80; inhibition, % at 3 µM; 0.59% of 360,000 active; AID 624040, 2012;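 active = inhibition above a per-plate cutoff, the mean of that plate's test compounds plus 3 SD, cut at about 27% in these data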;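 also: 0% = acetylcholine EC80 with DMSO and 100% = DMSO without agonist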
CHRM5 PAM = human M5 muscarinic receptor positive allosteric modulators, primary screen, CHO-K1 cells, Fluo-8 calcium fluorescence. CHO-K1 hM5, ACh EC20 PAM; 0% = ACh EC20, 100% = ACh EC100. activation, % at 3 µM. AID 624038, 2012. 0.3% of 360,000 active. Muscarinic acetylcholine receptor M5 (Homo sapiens), P08912;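 active = activation above the run cutoff, the mean activation of all test compounds plus 3 SD, cut at about 18% in these data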
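Probe or stimulus: acetylcholine, EC20 level; Assay system: human M5 receptor in CHO-K1 cells; Schedule: compound preincubation 140 s before EC20 acetylcholine addition; Technique: intracellular calcium via Fluo-8 fluorescence; Dosing: single-point, 3 µM nominal; Read-out basis: percent activation from peak-over-basal fluorescence ratio, scaled EC20-to-EC100 acetylcholine; Repeats: one well per compound, no replicates.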
CHO-K1 Ca antag = M1 antagonist counterscreen hit in parental CHO-K1 cells | 0.6% of 360,000 active | inhibition, % at 3 µM | ATP-induced calcium, Fluo-8 fluorescence | AID 602250;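 active = inhibition above a per-plate cutoff, the plate's mean sample inhibition plus 3 SD, cut at about 24% in these data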;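 also: 0% = DMSO plus EC80 ATP and 100% = DMSO alone without ATP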
M1 ag parental = counter-screen for M1 agonists: effect in parental CHO-K1 cells; Fluo-8 calcium fluorescence; scaled to maximal ATP response, vehicle zero; activation, % at 3 µM; 0.48% of 360,000 active; AID 602248, 2012; in the data active = activation above about 15%;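 also: untransfected CHO-K1 host cells lacking M1 receptor as counterscreen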
CHRM4 PAM = human M4 muscarinic receptor positive allosteric modulators, primary screen, CHO-K1 cells, Fluo-8 calcium fluorescence. AID 624126, 2012. CHO-K1 hM4/Gqi5, ACh EC20; 0% = ACh EC20, 100% = maximal ACh. Muscarinic acetylcholine receptor M4 (Homo sapiens), P08173. activation, % at 3 µM. 0.4% of 360,000 active;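 active = activation above its plate's cutoff, the mean activation of sample wells plus 3 SD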; also: some results filed as inactive read as strong as hits
CHRM4 antagonist = human M4 muscarinic receptor antagonists, primary screen, CHO cells, Fluo-8 calcium fluorescence. Muscarinic acetylcholine receptor M4 (Homo sapiens), P08173. CHO-hM4 cells, ACh EC80. inhibition, % at 3 µM. 0.73% of 360,000 active. AID 624125, 2012;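 active = inhibition above its plate's cutoff, the mean inhibition of sample wells plus 3 SD, cut at about 27% in these data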;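 also: 0% = acetylcholine EC80 with DMSO and 100% = DMSO without agonist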
CHO-K1 Ca PAM = nonselective calcium activators in parental CHO-K1 cells, primary screen, counter-screen for M1 PAM project, cell-based, Fluo-8 calcium fluorescence, full deck, 1536-well. ATP EC20; 0% at ATP EC20, 100% at ATP max. activation, % at 3 µM. 0.02% of 360,000 active. AID 602247, 2012;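 active = activation above the run cutoff, the mean activation of all test compounds plus 3 SD, cut at about 40% in these data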;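 also: peak over basal fluorescence ratio in a 140 s read after ATP addition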
Active calls of the source: *.

Start of the listing, in advance, six compounds:
The line under a structure holds: CHRM5 agonist | M4 ag | CHRM5 antagonist | CHRM5 PAM | CHO-K1 Ca antag | M1 ag parental | CHRM4 PAM | CHRM4 antagonist | CHO-K1 Ca PAM
COc1ccc(-c2cc3nc(C)cc(C)n3n2)cc1
    -2 | 0 | 9 | -3 | -3 | 0.8 | 7 | -3 | 13
COc1cccc(NC(=O)CN(c2cccc(F)c2)S(C)(=O)=O)c1
    2 | 2 | 3 | -1 | -10 | 1.6 | 0 | -1 | 6
Cc1cccc(OCC(=O)Nc2ccc(N3CCN(S(C)(=O)=O)CC3)cc2)c1C
    6 | 3 | 0 | 1 | -10 | 1.1 | -4 | 1 | 19
COc1ccc(-c2noc(N3CCC(C(=O)NCc4ccccc4Cl)CC3)n2)cc1
    2 | 12 | 5 | -6 | -5 | 1.2 | 4 | -16 | 17
Cc1ccc(S(=O)(=O)N2CCCCC2)cc1C(=O)NCCC1=CCCCC1
    -1 | 2 | 6 | 0 | -8 | 0.0 | 0 | -7 | 11
CC1=CC(=O)[C@H]2C(C)(C)CCC[C@]2(C)[C@@]1(O)CO
    2 | 1 | 8 | -4 | 13 | 0.2 | -7 | 5 | -12

The list itself, repeating the preview:
The line under a structure holds: CHRM5 agonist | M4 ag | CHRM5 antagonist | CHRM5 PAM | CHO-K1 Ca antag | M1 ag parental | CHRM4 PAM | CHRM4 antagonist | CHO-K1 Ca PAM
COc1ccc(-c2cc3nc(C)cc(C)n3n2)cc1
    -2 | 0 | 9 | -3 | -3 | 0.8 | 7 | -3 | 13
COc1cccc(NC(=O)CN(c2cccc(F)c2)S(C)(=O)=O)c1
    2 | 2 | 3 | -1 | -10 | 1.6 | 0 | -1 | 6
Cc1cccc(OCC(=O)Nc2ccc(N3CCN(S(C)(=O)=O)CC3)cc2)c1C
    6 | 3 | 0 | 1 | -10 | 1.1 | -4 | 1 | 19
COc1ccc(-c2noc(N3CCC(C(=O)NCc4ccccc4Cl)CC3)n2)cc1
    2 | 12 | 5 | -6 | -5 | 1.2 | 4 | -16 | 17
Cc1ccc(S(=O)(=O)N2CCCCC2)cc1C(=O)NCCC1=CCCCC1
    -1 | 2 | 6 | 0 | -8 | 0.0 | 0 | -7 | 11
CC1=CC(=O)[C@H]2C(C)(C)CCC[C@]2(C)[C@@]1(O)CO
    2 | 1 | 8 | -4 | 13 | 0.2 | -7 | 5 | -12
O=C(NCCC(=O)N1CCC2(CC1)NCCc1[nH]cnc12)c1ccc(F)c(F)c1
    -6 | 0 | 12 | -3 | -4 | 0.1 | 4 | 10 | 4
COc1cccc(CC2(CO)CCCN(Cc3ccc(OC(F)F)cc3)C2)c1 (stereo unspecified)
    -13 | 5 | -7 | -2 | -9 | 5.6 | -9 | 1 | 17
COc1cc(C(=O)NCC(=O)N/N=C/c2ccc(OC(=O)c3ccco3)cc2)cc(OC)c1OC
    0 | 1 | 9 | -6 | -14 | -0.2 | 1 | -5 | 8
O=C(CN1CC(=O)Nc2ccccc21)NCCc1ccc(Cl)cc1Cl
    0 | 0 | 13 | -4 | 1 | -0.1 | -4 | 2 | 10
CC[C@@]12C(=O)N(c3ccc(C)cc3)C(=O)N1[C@H](c1ccc(Br)cc1)[C@@H]1C(=O)N(C(C)(C)C)C(=O)[C@@H]12
    1 | 0 | -2 | 0 | -30 | -0.1 | 13 | -16 | 21
Cc1ccc(CCN2C(=O)CCC2(C)C(=O)NC2CCCC2)cc1 (stereo unspecified)
    1 | 0 | -1 | -1 | 11 | -0.7 | -1 | -8 | -4
COc1ccc(CCC(=O)N2CCCC(Nc3ccccc3)C2)cc1OC (stereo unspecified)
    -4 | 0 | 1 | -2 | -3 | 0.0 | 4 | -1 | 7
O=C(NCc1cccc(Cl)c1)C1CCC(=O)N(C2CC2)C1 (stereo unspecified)
    -2 | 1 | 2 | 3 | -8 | 1.0 | 11 | -2 | 4
Cc1coc2cc3oc(=O)c(CC(=O)N[C@@H](CC(C)C)C(=O)O)c(C)c3cc12
    -1 | 1 | 2 | 2 | -11 | 0.9 | -1 | 0 | 16
COc1cccc2cc(C(=O)OC(C)C(=O)c3ccc(C)cc3)c(=O)oc12 (stereo unspecified)
    -2 | 0 | 17 | -6 | -6 | 0.1 | -3 | 4 | -9
COc1ccc(S(=O)(=O)NCC2CCCN(Cc3ccccc3Cl)C2)cc1 (stereo unspecified)
    -8 | 0 | 14 | -7 | 3 | 0.0 | -12 | 18 | -14
CCN(CC)CCN(Cc1cc2cc3c(cc2[nH]c1=O)OCCO3)C(=S)NCCCOC
    1 | 0 | 7 | 0 | 2 | 2.5 | -2 | 3 | 11
Cc1cc(C)n2nc(SCC(=O)Nc3ccc(O)cc3)nc2n1
    0 | 1 | 2 | 3 | -6 | 0.7 | 0 | -2 | 4
O=c1[nH]c(-c2ccccc2)c(-c2ccccc2)[nH]1
    3 | -1 | 6 | -4 | -11 | 0.3 | 5 | 1 | 17
CCC[N+]1(CC#CC2(O)CCCCC2)CCOCC1
    -7 | 1 | -8 | 4 | -17 | 0.6 | 0 | -8 | 8
COC(=O)c1c(NC(=O)COC(=O)CCc2ccc(S(=O)(=O)N3CCOCC3)cc2)sc2c1CCC2
    3 | 2 | 8 | -6 | -7 | 0.4 | 4 | -1 | 24
O=C(Cn1cnc2ccccc21)N/N=C/c1ccccn1
    -3 | 1 | 9 | -9 | -5 | 0.7 | 1 | 6 | 5
CC1(C(=O)NS(=O)(=O)c2cccc(OC(F)F)c2)CCN1C(=O)C1CC1 (stereo unspecified)
    -1 | 0 | 4 | 3 | -3 | 0.3 | -1 | 10 | 11
CC1CCCCC1NC(=O)Cn1[nH]c(=O)c2ccccc2c1=O (stereo unspecified)
    -2 | 1 | -4 | 2 | -9 | 0.6 | 0 | -5 | 19
O=C(NCCCN1CCOCC1)c1ccc(N2CCCC2)c([N+](=O)[O-])c1
    2 | 1 | -4 | 16 | 14 | 0.7 | 0 | -4 | -11
C/C(=N\NC1=NCCN1)c1ccc(Cl)cc1
    -4 | 2 | -3 | 10 | -14 | 3.4 | 3 | -2 | 23
Cn1cc(CN2CCCC(C(=O)c3cccs3)C2)c(-c2cccc(Cl)c2)n1 (stereo unspecified)
    -8 | 9 | 21 | -10 | -15 | 4.6 | -15 | 5 | -7
Cc1cc(C)n2nc(C(=O)OC(C)C(=O)c3ccccc3)nc2n1 (stereo unspecified)
    0 | 2 | 2 | 2 | -8 | 0.2 | 9 | -9 | 7
COc1ccc(S(N)(=O)=O)cc1C(=O)OCC(=O)Nc1sccc1C#N
    4 | 1 | 17 | -4 | 0 | 0.2 | -2 | 6 | -19
CN(Cc1cccc([N+](=O)[O-])c1)Cc1cccc2ccccc12
    -3 | -1 | 3 | 1 | -5 | -0.3 | 4 | -18 | -7
CC1(C)CC(=O)C(C2C3=C(CC(C)(C)CC3=O)OC3=C2C(=O)CC(C)(C)C3)=C(O)C1
    2 | 1 | 1 | 1 | -3 | 1.0 | -1 | -10 | 20
O=C(CN1C(=O)c2ccccc2C1=O)NC1CCCCC1
    -3 | 1 | 1 | 0 | -11 | 0.8 | 2 | -8 | 8
O=C(OCc1ccc(Br)cc1)c1cnc(Cl)c(Cl)c1
    -2 | 1 | -5 | 7 | -13 | -0.4 | 8 | -22 | 10
Cn1c(=O)c2c(nc(NCc3ccco3)n2CCc2ccccc2)n(C)c1=O
    -5 | 1 | 3 | -5 | -5 | 0.3 | 0 | -7 | 20
CCN(CC(=O)NC1CCS(=O)(=O)C1)c1ccc([N+](=O)[O-])cc1C#N (stereo unspecified)
    2 | 1 | -6 | 7 | 3 | -0.1 | 11 | -14 | -14
CCN1C(=O)N[C@@H](c2ccco2)C(C(C)=O)=C1C
    -1 | 1 | 12 | 4 | -14 | 0.3 | 9 | -9 | 7
Cc1ccccc1-c1nc(CS(=O)CC(=O)NC2CCCC2)c(C)o1 (stereo unspecified)
    -1 | 1 | 2 | 1 | -11 | 0.4 | 2 | -6 | 10
Cc1ccc(S(=O)(=O)N2C[C@@H]3CCCC[C@@H]3[C@@H](C)[C@H]2c2cn(Cc3ccccc3)c3ccccc23)cc1
    1 | 0 | -11 | 1 | -12 | 0.7 | 0 | -12 | 16
COc1ccc(C)cc1S(=O)(=O)n1cnc2ccccc21
    0 | 1 | -4 | 2 | -11 | 1.6 | 8 | -3 | 20

Arranged by molar mass (high to low): some entries from above.
The line under a structure holds: CHRM5 agonist | M4 ag | CHRM5 antagonist | CHRM5 PAM | CHO-K1 Ca antag | M1 ag parental | CHRM4 PAM | CHRM4 antagonist | CHO-K1 Ca PAM
CC1(C)CC(=O)C(C2C3=C(CC(C)(C)CC3=O)OC3=C2C(=O)CC(C)(C)C3)=C(O)C1
    2 | 1 | 1 | 1 | -3 | 1.0 | -1 | -10 | 20
Cn1c(=O)c2c(nc(NCc3ccco3)n2CCc2ccccc2)n(C)c1=O
    -5 | 1 | 3 | -5 | -5 | 0.3 | 0 | -7 | 20
CCN(CC(=O)NC1CCS(=O)(=O)C1)c1ccc([N+](=O)[O-])cc1C#N (stereo unspecified)
    2 | 1 | -6 | 7 | 3 | -0.1 | 11 | -14 | -14

Next compounds:
The line under a structure holds: CHRM5 agonist | M4 ag | CHRM5 antagonist | CHRM5 PAM | CHO-K1 Ca antag | M1 ag parental | CHRM4 PAM | CHRM4 antagonist | CHO-K1 Ca PAM
Cc1cc(C)n(-c2ccc3cccc(NS(C)(=O)=O)c3n2)n1
    -4 | 1 | 2 | -1 | -4 | 0.3 | 2 | -2 | 8
CCOC(=O)c1c(C)[nH]c(C)c1C(=O)COC(=O)CNC(=O)C1CCCCC1
    -3 | 1 | 11 | -3 | -21 | 0.2 | -7 | -5 | 26
Cc1ccc(-c2csnn2)cc1
    0 | 1 | 2 | 6 | -16 | 0.1 | 9 | -21 | 22
O=C(O)CCC(=O)Nc1ccc(S(=O)(=O)Nc2nccs2)cc1
    0 | 0 | -7 | 2 | 5 | 0.1 | -10 | -2 | -9
Cn1c2ccccc2c2n[nH]c(=S)nc21
    0 | 0 | 1 | 4 | 7 | 15* | -6 | 7 | 12
CCOc1ccc(NC(=O)CSc2nnc(Cn3cnc([N+](=O)[O-])n3)n2C)cc1
    -1 | 0 | 0 | -1 | -12 | 0.2 | 7 | -7 | 9
Cc1ccc(-c2nnn(CC(=O)N(CC(=O)NC3CCCC3)c3ccccc3F)n2)o1
    -1 | 3 | 7 | 2 | -13 | 1.0 | 2 | 8 | 2
